From PubChem BioAssay
C8 TRAIL sens: sensitizes caspase-8 expressing cells to TRAIL; NB7+C8 cells + TRAIL, ATPlite viability luminescence; inhibition (viability loss, TRAIL sensitization), % at 10 µM; hit rate 1% among 360,000; AID 624354;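 active means compounds causing at least 50% loss of cell viability in the single-dose screen, relative to plate controls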
TRPM1 prom inh: MITF TRPM1 promoter inhibition in SK-MEL-5 cells | hit rate 0.83% among 330,000 | SK-MEL-5 TRPM1 promoter luciferase, 24 h | AID 488899 | inhibition, % at 12.5 µM;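 active means mean inhibition across replicates of 60% or more, whatever share of single replicates reaches that level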; further: values of inactives mirror those of a sister screen read the other way
NR2E3 ag-1: activates human photoreceptor nuclear receptor NR2E3; Q9Y5X4; GST-NR2E3/biotin-RetCOR TR-FRET, 1536-well; inhibition of corepressor binding, % at 4.78 µM; hit rate 0.12% among 320,000; AID 2300;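 active means percent inhibition above the cutoff of mean plus 3 SD of all tested compounds, set per screening campaign, cut at about 20% in these data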;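 further: 0% = DMSO wells and 100% = biotin wells as full block of FRET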
Target sequence (Q9Y5X4 whole entry, looked up): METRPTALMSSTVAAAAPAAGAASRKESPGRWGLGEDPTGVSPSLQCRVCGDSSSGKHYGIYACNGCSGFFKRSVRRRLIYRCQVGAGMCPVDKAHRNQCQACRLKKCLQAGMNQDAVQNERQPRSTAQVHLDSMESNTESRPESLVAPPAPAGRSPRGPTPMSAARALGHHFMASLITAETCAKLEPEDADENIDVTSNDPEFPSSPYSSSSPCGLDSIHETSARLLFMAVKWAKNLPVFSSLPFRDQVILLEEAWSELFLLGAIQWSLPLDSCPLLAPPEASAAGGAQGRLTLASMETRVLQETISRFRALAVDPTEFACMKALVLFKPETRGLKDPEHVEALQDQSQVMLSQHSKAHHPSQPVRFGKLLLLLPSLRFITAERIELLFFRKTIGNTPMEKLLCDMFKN
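Material: NR2E3–RetCOR corepressor complex / Incubation: Compound–protein incubation for 5 h at 4 °C / Dosing: compound at 4.8 µM, single dose / Detection: time-resolved FRET / Benchmarks: high control biotin, low control 0.6% DMSO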
CF NFkB inh: inhibitors of cystic fibrosis induced NF-kB. KKLEB NF-kB-GFP reporter, PAF-induced, GFP fluorescence overnight. inhibition, % at 5 µM. hit rate 0.86% among 360,000;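 active means at least 50% inhibition at 5 µM, scaled per plate between neutral and stimulator controls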;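 further: PAF is a Pseudomonas aeruginosa culture filtrate used as stimulus; plate controls were PAF-stimulated DMSO wells for no effect and unstimulated DMSO wells for full effect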
KKLEB tox: counter-screen for CF NF-kB inhibitors: cytotoxicity; hit rate 0.36% among 360,000; KKLEB CF airway cells viability, ATPlite luminescence, overnight; stronger effect = lower value; cells stimulated with P. aeruginosa culture filtrate; activity change (cytotoxicity), % at 5 µM;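 active means corrected activity change at or below -50% at 5 µM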
Peg3 promoter: Peg3 promoter activity inhibition | hit rate 1.7% among 360,000 | HeLa PEG-Prom luciferase reporter, luminescence, overnight | AID 588405 | inhibition, % at 20 µM;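 active means inhibition of at least 50% at 20 µM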
iPSC survival up: enhancers of human iPSC single-cell survival; hiPSC single-cell survival, ATPlite luminescence; 100% = ROCK inhibitor wells, 0% = DMSO; survival enhancement, % at 20 µM; hit rate 0.044% among 360,000; AID 602274; in the data active means survival enhancement above about 18%;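 further: cells exposed to compounds for 16 hours before the ATP read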
NR2E3 ag-2: agonists of human NR2E3 nuclear receptor. hit rate 0.35% among 360,000. inhibition of corepressor binding, % at 3.98 µM. CHO-S Gal4-NCOR/VP16-NR2E3 two-hybrid, luciferase. AID 602229;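 active means inhibition above the mean of all tested compounds plus 3 SD, cut at about 70% in these data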;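 further: 0% = DMSO with NR2E3 transfected cells and 100% = cells lacking NR2E3 construct; higher means lower luciferase signal from less NR2E3 corepressor binding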
HIF-2a inh: blocks HIF-2a reporter activity | AID 624352 | inhibition, % at 18.8 µM | 786-0 RCC cells HIF-2a reporter, luciferase luminescence, overnight | hit rate 0.72% among 360,000;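 active means inhibition of the luminescence signal of 40% or more relative to plate controls, in a single-dose primary screen at 18.75 µM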
Shn3 3UTR inh: Schnurri-3 reporter inhibition in Clone20 osteoblasts; inhibition, % at 12.5 µM; hit rate 0.52% among 360,000; Clone20 osteoblast Shn3 3'UTR firefly luciferase, 24 h;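 active means mean inhibition of at least 75% with every replicate also reaching 75%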;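 further: 0% = median of neutral control wells and 100% = pilot-screen positive control compound; some compounds past the cut are filed as inactive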
EBV LMP1 NFkB: inhibitors of Epstein-Barr LMP1-induced NF-kappaB reporter; LMP1-induced NF-kappaB luciferase reporter cells, luminescence; hit rate 0.69% among 350,000; AID 504558; inhibition, % at 12.5 µM; in the data active means inhibition above about 41%;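 further: 0% = neutral control wells and 100% = reference inhibitor control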
An asterisk follows results filed as active; / = no result given. Not all compounds are listed, so the mix of outcomes need not match the whole.

SMILES | C8 TRAIL sens | TRPM1 prom inh | NR2E3 ag-1 | CF NFkB inh | KKLEB tox | Peg3 promoter | iPSC survival up | NR2E3 ag-2 | HIF-2a inh | Shn3 3UTR inh | EBV LMP1 NFkB
COc1ccc(-n2c(O)c(C=Nc3c(C)n(C)n(-c4ccccc4)c3=O)c(=O)[nH]c2=O)cc1 | 3.7 | -2.4 | -1.1 | 9.2 | 6.6 | 4.4 | -0.7 | 1.2 | 10.4 | -2.0 | -8.4
COC(=O)C1=C(c2c(C)noc2C)C[C@@H]2CC[C@H]1N2C(=O)NCCNC(C)=O | -8.3 | -1.2 | 3.6 | 18.5 | -7.1 | 3.5 | -0.7 | -5.3 | 9.3 | 4.4 | 4.2
O=C1NC(=O)C2(CCCC2)C(=O)N1 | -5.7 | 4.4 | / | 6.2 | -8.0 | -3.3 | 0.5 | 6.5 | -2.0 | 0.1 | -2.7
CCCOc1ccc(N2C(=O)CC(N3CC=C(c4ccccc4)CC3)C2=O)cc1 (stereo unspecified) | -1.5 | 6.2 | -5.0 | -12.1 | -11.8 | 17.9 | -1.9 | -11.5 | 14.5 | 3.8 | 5.6
CC/C(=N\NC(=O)Nc1ccccc1)c1c(O)n(Cc2ccccc2)c(=O)[nH]c1=O | 4.7 | 0.4 | -2.7 | 0.2 | -6.6 | -7.3 | -0.2 | -120.8 | -11.2 | -6.1 | -3.6
Clc1ccc(CCC(Cn2ccnc2)Sc2c(Cl)cccc2Cl)cc1 (stereo unspecified) | 21.2 | -0.9 | -2.3 | 35.6 | 16.4 | 20.1 | -0.4 | 16.0 | 0.5 | 15.3 | 0.8
O=C(CCN1CCCCC1)Nc1ccc(Cl)cc1C(=O)c1ccccc1 | -13.2 | -0.7 | -1.1 | 0.1 | -1.0 | 17.5 | -0.7 | -20.7 | 10.1 | 8.6 | /
C[n+]1c2ccccc2nc2ccc(NCCO)cc21 | 23.0 | 3.9 | -21.7 | -38.9 | 11.4 | -29.8 | -0.8 | -39.2 | -15.3 | 4.0 | 11.4
O=C(Cc1ccccc1)Oc1ccccc1N1C(=O)CCC1=O | 9.7 | -1.2 | -0.3 | 7.0 | -19.4 | -3.9 | -2.4 | -13.1 | 4.6 | -8.8 | -1.7
O=C(COc1ccc2ccc(=O)oc2c1)N1C[C@H]2C[C@@H](C1)c1cccc(=O)n1C2 | -9.3 | -3.1 | -0.7 | -6.4 | 0.7 | 2.1 | 0.4 | -1.9 | 0.7 | -0.7 | 2.4
Cc1cccc(C)c1-n1nnnc1C(c1ccnc2ccccc12)N1CCC2(CC1)C(=O)NCN2c1ccccc1 (stereo unspecified) | 1.3 | / | / | 25.2 | -17.8 | 39.5 | 0.3 | -12.5 | -11.7 | -17.3 | /
CN1CCC(OC(=O)Cc2ccccc2)CC1 | -11.0 | 13.3 | 7.3 | 2.7 | -1.5 | -1.0 | -1.4 | 5.5 | 6.6 | 1.4 | -14.4
CN(C)C(=O)Oc1cccc(OCc2n(C)c3ccccc3[n+]2C)c1 | 7.0 | -9.1 | -2.3 | 1.1 | 9.0 | 26.8 | -1.4 | 7.8 | 4.6 | -1.2 | -2.4
CNC(=O)Oc1ccc(C(=O)N2c3ccccc3NC(=O)C2C)cc1 (stereo unspecified) | -1.6 | 6.5 | 1.1 | -8.4 | 6.1 | 1.2 | 0.1 | -16.9 | 3.1 | -8.9 | -1.0
CC(Cc1cnccn1)NCc1c(C(=O)N2CCCCCCC2)nc2ccc(Cl)cn12 (stereo unspecified) | 15.4 | 8.7 | -2.6 | -14.8 | 10.2 | 2.2 | -0.4 | -34.6 | 14.0 | 4.6 | 10.7
O=C(COC(=O)Cc1ccccc1)NCCNC(=O)COC(=O)Cc1ccccc1 | -19.5 | -1.4 | -1.8 | 1.7 | 5.1 | -20.2 | -0.2 | -2.9 | 4.7 | 1.0 | 1.7
O=C(NC1CC1)C1CSC(c2cccnc2)=N1 (stereo unspecified) | 5.7 | 5.0 | 5.5 | 3.8 | 1.6 | -5.9 | 0.3 | -13.2 | 11.0 | -7.8 | -11.5
O=C(C1CCC(=O)N1C1CCCC1)N1CCC2(CC1)OCCO2 (stereo unspecified) | -2.7 | 2.7 | 2.2 | 11.2 | -5.1 | -4.7 | 3.2 | 1.1 | 17.7 | 0.4 | 6.9
Cc1cccc(OP(=O)(NCc2ccccc2)Oc2cccc(C)c2)c1 | -0.9 | -10.6 | -2.6 | 6.1 | -9.6 | 34.2 | -2.1 | -6.4 | 67.6* | 70.8 | -13.8
c1ccc(C2(NC3=NCCO3)CCCCC2)cc1 | 2.5 | / | / | -7.0 | 4.4 | 8.0 | -2.7 | 13.8 | -7.6 | -8.1 | -13.0
COc1cccc(NC2=NCCCS2)c1 | -5.0 | 4.2 | 4.2 | 4.1 | 0.6 | 1.4 | 1.3 | 11.1 | 0.6 | 3.9 | 4.2
CC1=NCCc2c1[nH]c1cc(O)ccc21 | -19.7 | -7.1 | -0.6 | -27.0 | 12.4 | 12.4 | -2.0 | -3.3 | 13.8 | 2.6 | -6.9
CCC1(c2ccccc2)C(=O)N(C)C(=O)N(C)C1=O | -15.2 | 0.8 | 1.0 | 3.4 | 7.4 | 14.9 | 0.4 | -16.7 | 5.7 | 7.8 | 2.9
CC/C(CC(c1ccccc1)c1c(O)c2ccccc2oc1=O)=N\NC(N)=S (stereo unspecified) | 21.6 | -10.6 | 0.8 | 11.3 | -5.8 | 9.7 | 1.1 | -30.2 | 10.8 | -19.7 | -2.1
c1ccc(N2[C@@H]3CC[C@H]2c2ccccc2C3)cc1 | -4.5 | / | / | -9.1 | 13.8 | 6.7 | -1.1 | 17.0 | 5.1 | 5.7 | 8.0
O=C(NC1CC2CCCC(C1)N2)c1ccccc1 (stereo unspecified) | -2.5 | 5.4 | 0.8 | 16.2 | -10.3 | 7.9 | 0.4 | -19.7 | 18.5 | 3.0 | -14.4
OC(c1ccccc1)(c1ccc(Cl)cc1)C1CN2CCC1CC2 (stereo unspecified) | -6.1 | -4.7 | 1.9 | 14.2 | -5.8 | 6.5 | -0.8 | 9.4 | 15.8 | 4.0 | 1.8
Cc1nn(Cc2ccccc2)c(Cl)c1C(=O)OCC(=O)Nc1cccc2ccccc12 | -10.1 | -2.6 | 1.7 | 11.8 | -7.9 | 5.2 | -0.2 | -24.3 | 13.8 | 16.0 | 3.4
CN1C(=O)C(=Cc2ccc(Sc3ccccc3)o2)C(=O)N(C)C1=S | -16.2 | 6.4 | 9.8 | -19.4 | 6.2 | 27.3 | -0.6 | 7.8 | 17.8 | -6.0 | 5.1
O=C(c1cc2cc(F)ccc2[nH]1)N1CCC2(CC1)OCCO2 | -5.6 | 6.2 | 1.9 | -11.2 | 5.8 | -68.5 | -0.6 | -13.2 | -74.7 | -15.3 | -1.1
CCOc1ccc(Cl)cc1CNCCc1ccc(F)cc1 | 2.6 | 6.7 | -1.0 | -0.9 | -8.4 | -9.7 | -0.3 | 6.9 | 12.0 | 7.3 | -1.3
COc1ccc(Cn2c(O)c(/C=N/NC(=O)c3ccncc3)c(=O)[nH]c2=O)cc1 | 7.1 | 3.4 | -1.0 | -9.7 | 4.6 | 6.9 | -0.9 | -16.6 | 5.9 | / | -9.6
O=C(Cc1ccccc1)NC(Oc1ccccc1Cl)C(Cl)(Cl)Cl (stereo unspecified) | 2.6 | 8.1 | -4.6 | -0.5 | 3.0 | 8.1 | 0.0 | -7.8 | 4.3 | -8.0 | -2.1
C/C=C1/C[C@@H](C)[C@](O)(CO)C(=O)OCC2=CCN3CC[C@@H](OC1=O)[C@@H]23 | -14.5 | -9.2 | -0.1 | 9.3 | 4.6 | 5.8 | 0.9 | -28.1 | 8.9 | -4.1 | 2.3
CCOC(=O)C(O)(c1ccc(N(C)C(=O)COc2ccccc2)cc1)C(F)(F)F (stereo unspecified) | -8.3 | -2.7 | -1.3 | 5.0 | -10.7 | 8.8 | -1.2 | -2.5 | 14.2 | -5.7 | 8.8
Cc1cccc(NP(=O)(Oc2ccccc2)Oc2ccccc2)c1C | -9.6 | 12.1 | 0.0 | 17.0 | -9.2 | 36.6 | -0.5 | 21.9 | 3.9 | -2.3 | -4.9

Limited to iPSC survival up and NR2E3 ag-1, for some of the entries so far:
Structure	iPSC survival up	NR2E3 ag-1
c1ccc(N2[C@@H]3CC[C@H]2c2ccccc2C3)cc1	-1.1	/
O=C(NC1CC2CCCC(C1)N2)c1ccccc1 (stereo unspecified)	0.4	0.8

Other results
SMILES | C8 TRAIL sens | TRPM1 prom inh | NR2E3 ag-1 | CF NFkB inh | KKLEB tox | Peg3 promoter | iPSC survival up | NR2E3 ag-2 | HIF-2a inh | Shn3 3UTR inh | EBV LMP1 NFkB
O=C(CCn1c(=O)oc2ccccc21)N1CCC2(CC1)OCCO2 | -16.3 | -9.7 | -1.7 | 11.6 | -6.3 | -37.9 | -2.4 | -17.0 | -25.7 | -8.8 | -10.5
CCCC1(CCC)C(=O)NC(=NCc2ccccc2)NC1=O | 77.2* | 6.7 | 8.1 | -9.1 | 3.5 | 13.0 | -2.0 | -22.2 | 19.8 | -10.2 | -1.4
CN1C(=O)C(O)N=C(c2ccccc2)c2ccccc21 (stereo unspecified) | -3.8 | 3.7 | 2.9 | -17.1 | 3.5 | 14.2 | 0.4 | -15.8 | 12.9 | -16.4 | -2.9
O=C1Nc2ccccc2Sc2ccccc21 | -2.8 | 9.7 | 0.1 | 5.3 | 2.4 | 22.5 | 0.1 | -14.8 | 19.1 | 0.5 | 3.4
O=C1NC(=O)C(CCc2ccncc2)(CCc2ccncc2)C(=O)N1Cc1ccccc1 | -0.7 | 3.3 | 1.0 | 6.3 | -1.0 | 14.7 | 6.3 | -30.9 | 21.9 | -1.5 | -3.8
O=c1c2ccccc2nc(Cc2ccccc2)n1-c1ccc(O)cc1 | -6.3 | 4.2 | 3.1 | 24.8 | -11.8 | 5.8 | 1.4 | -0.6 | 6.5 | 8.6 | 9.8
CN(C(=O)Oc1cccc2cccnc12)c1ccccc1 | -7.0 | -7.6 | 3.0 | -23.9 | -8.7 | 0.3 | -0.8 | -4.3 | -1.4 | 4.3 | -8.1
CCOC(=O)C1(Cc2ccc(Cl)cc2)CCN(C(C)CCn2cccn2)CC1 (stereo unspecified) | 6.2 | 2.5 | 2.9 | 29.4 | -16.2 | -2.7 | 4.6 | 2.0 | 3.8 | 7.4 | 19.5
CCOc1c(Cl)cc(CNC(C)C(O)c2ccccc2)cc1OC (stereo unspecified) | 12.8 | -9.0 | 1.6 | -5.5 | -2.0 | 5.8 | -0.3 | -31.4 | 3.1 | / | -0.1
